TGFb inhibitor: qHTS for Inhibitors of TGF-b | Potency, µM (doses to about 46.1 µM), without a hit: at the top dose activity, negative = inhibition, actives largely listed as inhibitors | actives 1.2% (n = 410,000) | HepG2 CAGA-GFP TGF-b/SMAD3 reporter, GFP fluorescence, 18 h; TGF-beta stimulated, 500 pg/mL final; further: potency means the concentration at half of the fitted maximal effect; on the % scale 0 is the no-effect control and ±100 the full control effect; nearly all actives have a fitted effect of over 65% in size
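Read-out: total well GFP (ex488/em500-530) summed from mean per-cell fluorescence. Cells: HEPG2 CAGA-GFP, 1% FBS DMEM, 18 h at 37 degrees C with 500 pg/mL final TGF-beta. Unstimulated wells served as the full-inhibition control; stimulated DMSO wells = 0%.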
Nrf2 activator: qHTS of Nrf2 Activators; Potency, µM (titrated, usually from 46.1 µM), inactives show at the top dose activation, actives largely listed as activators; AID 624171, 2012; actives 0.31% (n = 410,000); AREc32 ARE-luciferase reporter (MCF7-derived line), luminescence, 24 h; further: potency means the concentration at half of the fitted maximal effect; % of control where 0% means no effect; nearly all actives have a fitted effect of over 65% in size
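AREc32_Fluc, 1000 cells/well, OPTI-MEM + 5% FBS, o/n 37 deg C 5% CO2; 23 nL cpd by pin tool, 24 hr; Steady-Glo 30 min RT, luminescence.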
HepG2 viability: qHTS for Inhibitors of TGF-b: Cytotox Counterscreen; HepG2 CAGA-GFP viability, ATP luminescence, 18 h; Potency, µM (highest dose often 46.1 µM), inactives show at the top dose activity change, negative = cytotoxicity, hits mostly cytotoxic; actives 0.76% (n = 410,000); AID 588856, 2011; further: potency means the concentration at half of the fitted maximal effect; some results filed as inactive show a strong effect at the top dose
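CellTiter-Glo luminescence gave cytotoxicity after 18 hours at 37 degrees C. The cells were HepG2 CAGA-GFP in 1% FBS DMEM, stimulated with 500 pg/mL TGF-beta after compound addition. %Activity was normalised to no-cell wells (complete cell-killing) and DMSO (no toxicity), and curves were fitted and classified.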
pAkt inh: HTS Assay for Inhibitors of Akt Phophorylation: Primary Screen | AID 651550, 2012 | Neuro2A IGF-stimulated pAkt S473 HTRF, 20 min; active compounds read low | actives 0.32% (n = 360,000) | activity change, % for hits at 50 µM; in the data active means activity change below about -80%; inconclusive means mostly about -51% to -80%; further: on the % scale 0 is the no-effect control and ±100 the full control effect
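Neuro2A cells in DMEM with 0.5% FBS, overnight at 37 deg C, given compound at single 50 µM final, then IGF (6 nM final) for 20 min at 37 deg C. Lysed; phospho-Akt Ser473 by HTRF after 24 h, 665/615 ratio.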
CCT modulator: High-Throughput Screening for Modulators of Cytosolic Chaperonin Activity; AID 651819, 2012; purified chaperonin ATPase assay, HTRF ADP detection, 30 min; actives 0.3% (n = 360,000); activity change, % (test concentration not listed), hits read low; in the data active means activity change below about -30%; further: on the % scale 0 is the no-effect control and ±100 the full control effect
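Enzyme 40 or 20 nM (batch-dependent) in Tris pH 7.4/KCl/MgCl2/DTT; cpd 76 uM single point; ATP 10 uM; 30 min 37 °C; Transcreener ADP HTRF detection, 30 min RT; ratio 665/615.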
Mm-Cpn inhibitor: Inhibitors of TCP-1 ring complex (TRiC) of Methanococcus maripaludis (MmCpn): qHTS; Chaperonin Mm-Cpn (Methanococcus maripaludis); purified Mm-Cpn ATPase, ADP Transcreener TR-FRET; Potency, µM (doses to about 76.9 µM), without a hit: at the highest dose activity, negative = inhibition, hits mostly inhibitors; actives 0.031% (n = 330,000); further: potency means the concentration at half of the fitted maximal effect; on the % scale 0 is the no-effect control and ±100 the full control effect; nearly all actives have a fitted effect of over 80% in size
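Purified archaeal chaperonin (25 nM final) was preincubated with compound for 10 min at 37°C, then ATP (10 uM final) was added for 30 min at 37°C in Tris pH 7.4/KCl/MgCl2/DTT buffer. ADP was quantified by HTRF Transcreener TR-FRET.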
A549 tox: Nrf2 qHTS screen for inhibitors: counterscreen for cytotoxicity; A549 ARE-Fluc cells, CellTiter-Fluor viability, 18-24 h; Potency, µM (top dose mostly 46 µM), for the others: at the top dose activity change, negative = cytotoxicity, actives largely listed as inhibitors; actives 0.16% (n = 390,000); AID 504648, 2011; further: potency means the concentration at half of the fitted maximal effect; on the % scale 0 is the no-effect control and ±100 the full control effect
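A549 ARE_Fluc cells in 5% FBS OPTI-MEM were exposed to compounds in concentration-response for 18-24 h at 37 deg C. Viability was read by CellTiter-Fluor fluorescence (Ex 405/Em 525) after 30 min, before the luciferase read.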
Abeta rescue: qHTS for compounds that reverse cellular toxicity of Amyloid beta (A-beta) peptide in yeast: Primary Screen. yeast expressing A-beta42, growth rescue, OD600, 48 h; response scale: 0% DMSO, 100% iron-clioquinol control. Potency, µM (highest dose often 46.1 µM), without a hit: at the highest dose growth rescue, usual class: activators. actives 0.063% (n = 410,000); further: potency means the concentration at half of the fitted maximal effect; nearly all actives have a fitted effect of over 55% in size
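Yeast growth medium received pinned compounds, then yeast cells expressing toxic A-beta were added; plates incubated at 30 C for 48 hr. Growth read as absorbance at 600 nm, normalized to DMSO and equimolar FeCl3 plus clioquinol controls.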
Nrf2 block: Nrf2 qHTS screen for inhibitors | AID 504444, 2011 | Potency, µM (highest dose often 46 µM), for inactives: at the top dose activity change, negative = inhibition, hits mostly inhibitors | actives 2.1% (n = 360,000) | A549 ARE-Fluc reporter, luciferase luminescence, 18-24 h; further: potency means the concentration at half of the fitted maximal effect; on the % scale 0 is the no-effect control and ±100 the full control effect; nearly all actives have a fitted effect of over 60% in size
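Two sequential reads on A549 ARE_Fluc cells exposed to compound for 18-24 h: a CellTiter-Fluor fluorescence read for viability, then a luciferase luminescence read for Nrf2/ARE activity.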
* = called active by the depositor; i = inactive; ? = inconclusive; · = no result given; & = joins results of further samples; [ ] = dose if it differs, or a comment. Unless noted, the call rests on the fitted dose curve; in most records, active means well fitted curve in the direction sought with a large enough effect; inconclusive means small, poorly fitted or top-dose-only effect, or another doubt; inactive means no such curve, though single readings can be large; an effect the other way counts as inactive or inconclusive.

SMILES	TGFb inhibitor	Nrf2 activator	HepG2 viability	pAkt inh	CCT modulator	Mm-Cpn inhibitor	A549 tox	Abeta rescue	Nrf2 block
COc1ccc([N+](=O)[O-])cc1COc1cc(C)cc2oc(=O)cc(-c3ccccc3)c12	16%	0.3%	-11%	i	-1.8	0%	2%	14%	·
CC1(C)c2ssc(=S)c2-c2ccccc2N1C(=O)CSC1=NCCS1	-24%	3.3%	-6%	i	0.4	0%	-14%	8%	15µM*
O=C(COc1ccc(F)cc1)NC1CC(=O)N(c2ccc3c(c2)OCCO3)C1 (stereo not given)	-10%	0.0%	2%	·	·	·	-4%	-12%	·
Cc1ncoc1C(=O)N1CCCC(C(=O)Nc2cccc(-c3ccc(F)cc3)c2)C1 (stereo not given)	-28%	3.4%	13%	i	-0.9	-3%	7%	-19%	4%
CC1=C(c2ccc(C)c(C)c2)S(=O)(=O)N=C1N1CCC(C(=O)NCc2ccc(N(C)C)cc2)CC1	2%	5.1%	-9%	·	·	·	7%	10%	-11%
COc1ccc(NC(=O)CSCc2cc(=O)c3cc(Cl)ccc3[nH]2)cc1	-10%	1.2%	-34%	·	·	·	-11%	-7%	·
CCC/C=C1/CCCOC(C(=O)NCCN2CCOCC2)(C(F)(F)F)C1 (stereo not given)	?	1.0%	-1%&2%	i	-2.7	·	-2%&-8%	8%	14%&0%
COc1ccc(C(CC(=O)NC(C)(C)C)n2cccc2)cc1 (stereo not given)	-16%	0.7%	15%	i	1.2	-1%	-4%	23%	8%
COc1ccc(C(=O)Nc2cccc(C(C)=O)c2)cc1OC	-3%	2.9%	-29%	?	-2.8	1%	13%	-21%	·
COc1ccc(-c2ccc(CCC(=O)O)n2NC(=O)c2cccs2)cc1	-9%	4.2%	-21%	i	1.5	0%	13%	1%[9.22 µM]	·
CCCCn1c(N)c(N(CCOC)C(=O)COc2ccc(Cl)cc2)c(=O)[nH]c1=O	4%	-0.1%	4%	i	-1.8	-1%	-2%	-12%	-5%
CCC(C)c1ccc(O)c(NC(=O)c2cccnc2)c1 (stereo not given)	-11%	?	-15%	i	0.0	-1%	0%	-7%	8%

Taken from above (three entries):
SMILES	TGFb inhibitor	Nrf2 activator	HepG2 viability	pAkt inh	CCT modulator	Mm-Cpn inhibitor	A549 tox	Abeta rescue	Nrf2 block
COc1ccc([N+](=O)[O-])cc1COc1cc(C)cc2oc(=O)cc(-c3ccccc3)c12	16%	0.3%	-11%	i	-1.8	0%	2%	14%	·
CC1(C)c2ssc(=S)c2-c2ccccc2N1C(=O)CSC1=NCCS1	-24%	3.3%	-6%	i	0.4	0%	-14%	8%	15µM*
O=C(COc1ccc(F)cc1)NC1CC(=O)N(c2ccc3c(c2)OCCO3)C1 (stereo not given)	-10%	0.0%	2%	·	·	·	-4%	-12%	·

Further structures.
SMILES	TGFb inhibitor	Nrf2 activator	HepG2 viability	pAkt inh	CCT modulator	Mm-Cpn inhibitor	A549 tox	Abeta rescue	Nrf2 block
CC1CCN(c2nc3ccc(C(=O)NC(C)C)cc3s2)CC1	-10%	-2.9%	-13%	·	·	·	1%	-15%	?
Cc1ccc2nc(NCCCO)[nH]c2c1	9%	0.3%	5%	i	0.8	·	-9%	3%	6%
Cc1cccc(CSCCNC(=O)Nc2ccccc2)c1	-11%	0.3%	-8%	i	0.2	-1%	7%	-1%	30%
Cc1ccccc1NC(=O)CCC(=O)OCC(=O)c1cccc([N+](=O)[O-])c1	24%	-0.9%	9%	i	-2.3	1%	-1%	14%	4%
COCCN(CCOC)S(=O)(=O)c1ccc(C(=O)Nc2nc(-c3ccccc3)c(C(=O)c3ccccc3)s2)cc1	?	-0.8%	1%	i	1.1	-12%	-7%	11%	-22%
CCCCCn1cc2c(c1-c1ccc(Cl)cc1)c(=O)n(C)c(=O)n2C	0%	-1.2%	-7%	·	·	·	6%	-1%	-21%
CN1CCc2c(sc(N)c2C(N)=O)C1	22%	-0.3%	19%	i	-0.7	0%	14%	8%	9%
Cc1oc(-c2cccc(Cl)c2)nc1CN(C)C1CCOC1 (stereo not given)	?	-0.4%	-13%	i	-2.2	1%	11%	-6%	1%
COC(=O)C(CC(C)C)NC(=O)C(Cc1ccccc1)NC(=O)C1CCCN1C(=O)OC(C)(C)C (stereo not given)	15%	0.1%	1%	i	-0.3	1%	-6%	4%	-6%
CC1(C(=O)NS(=O)(=O)c2cccc(C#N)c2)CCN1C(=O)CCc1ccccc1 (stereo not given)	1%	0.4%	4%	i	0.4	·	·	-9%	·
Oc1ccc(Cl)cc1C1=Nc2ccccc2N=C(c2ccco2)C1	29%	11%	-3%	i	-0.7	-2%	-5%	-3%	10%
COc1ccc(C)cc1NC(=O)C(=O)NCCc1csc2nc(-c3ccccc3F)nn12	0%	-0.5%	4%	·	·	·	-7%	-7%	·
CCN1C(=O)[C@@H]2[C@@H](c3ccc(-c4ccc(Cl)c(Cl)c4)c(OC)c3)N3CCC[C@@]3(C(=O)OC)[C@@H]2C1=O	?	0.5%	-22%	i	0.6	-17%	-19%	-9%	?
Cc1ccc(-n2ncc3c(NCCCc4ccccc4)ncnc32)cc1	19%	0.6%	-10%	·	·	·	-2%	0%	·
COC(=O)c1cn(CC(=O)NCc2cccs2)c2ccccc12	-5%	2.4%	-18%	i	1.0	0%	?	8%	?
Cc1ccc(-c2c(C(=O)N/N=C/c3ccoc3)nnn2-c2nonc2N)cc1	-1%	-0.6%	0%	i	0.5	-1%	7%	-4%	1%
COc1cc(C2NC(=O)CS2)cc(OC)c1OC (stereo not given)	0%	-0.1%	17%	i	-0.4	-4%	-4%	12%	3%
Cc1cc(=O)n2[nH]c(-c3ccc(C(C)(C)C)cc3)cc2n1	-3%	0.2%	-42%	i	-0.1	-3%&-4%	?	2%	?
CCn1c(=O)c2cc(C(=O)Nc3cc(C)on3)sc2c2ccccc21	-6%	-0.4%	-11%	i	-0.4	-1%	-2%	5%	-15%
CCN(CC(=O)Nc1ccc2c(c1)OCCO2)S(=O)(=O)c1ccc(C)cc1	15%	-0.1%	-5%	i	0.0	0%	-8%	12%	4%
Cc1cc(C(F)(F)F)nc(SCC(=O)Nc2c(C)n(C)n(-c3ccccc3)c2=O)n1	10%	-1.0%	7%	i	0.0	1%	?	-2%	10%
Cc1cc(C)c(S(=O)(=O)N2CCN(CCO)CC2)c(C)c1	4%	-0.9%	5%	i	1.0	0%	12%	-1%	13%
Cc1[nH]nc2c1/C(=N/O)CC(c1ccccc1)C2 (stereo not given)	-1%	0.0%	-18%	·	-1.8	4%	-10%	-3%	-9%
COc1ccccc1NC(=O)N(Cc1ccccc1)c1ccccn1	2%	2.2%	-9%	i	-0.2	1%	14%	22%	?
O=C(O)c1ccccc1C(=O)NNC(=O)C(c1ccccc1)c1ccccc1	1%	0.0%	-4%	i	-2.6	-3%	0%	21%	8%
Cc1cccc(CNC(=O)c2sc(=O)n(Cc3ccc(S(C)(=O)=O)cc3)c2C)c1	3%	0.2%	-7%	i	0.9	·	·	-15%	·
Cc1cc(C)nc(/N=C(\N)Nc2ccc(C)c([N+](=O)[O-])c2)n1	?	3.5%	-34%	i	-0.8	1%	1%	8%	5%
Cc1cc(/C=C2/SC(=O)NC2=O)c(C)n1-c1ccc(N2CCOCC2)cc1	3%	0.7%	8%	i	-3.3	3%	?	-10%	?
O=C(COC(=O)CNS(=O)(=O)/C=C/c1ccccc1)Nc1cccc2ccccc12	-22%	0.7%	2%	i	0.3	-6%	0%	3%	22%
Cc1nc2ccc([N+](=O)[O-])cc2nc1C	2%	4.0%	2%	i	-1.7	-1%	-1%	2%	1%
O=C(CCNS(=O)(=O)c1ccccc1F)N1CCN(C(c2ccccc2)c2ccccc2)CC1	?	2.9%	-26%	i	-0.9	0%	-4%	-9%	-15%
CN1CCSc2ccc(C(=O)NCc3cccc(F)c3)cc21	2%	-1.0%	-18%	i	-0.7	-6%	0%	0%	-3%
O=C(N/N=C/c1cc(Cl)cc([N+](=O)[O-])c1O)C1CC1	-11%	23%	-13%	i	-1.7	-11%	-16%	-61%[inhibitor]	-2%
Cc1ccc(S(=O)(=O)CC(=O)Nc2sc(C)c(C)c2C(N)=O)cc1	-22%	-0.3%	-12%	i	-2.4	-3%	0%	-6%	-8%
O=S(=O)(Nc1ccc2c(c1)OCO2)c1cccc(Br)c1	-15%	0.4%	2%	i	0.6	-7%	-2%	-21%	-8%
O=C(O)/C=C/c1nc(-c2ccccc2)n2ccccc12	7%	6.3%	7%	i	-13	-2%	-1%	-7%	-21%
O=S(=O)(c1ccc2nc(N3CCN(c4ccccc4F)CC3)ccc2c1)N1CCCCC1	-16%&0%	-0.3%&-0.1%	-47%&6%	i	2.0	?	-1%&21%	-8%	?
CCO[C@@H]1OC(C(=O)O)=C[C@H](C)[C@H]1CCCO	-1%	-0.9%	6%	i	-3.3	·	7%	0%	-5%
CCCCN(C)Cc1c(C)[nH]c2c(ccc3ccccc32)c1=O	3%	-0.2%	-6%	i	-21	-1%	-8%	5%	3%
O=c1ccc(NS(=O)(=O)c2ccccc2Cl)cn1Cc1ccc(Cl)c(Cl)c1	?	2.9%	-5%	i	1.3	-3%	-16%	?	3%

From PubChem BioAssay
